Measles CPE = protection of cells from measles virus | Measles virus-infected cells, CPE protection, absorbance | protection (pct of control), % at 4 µM | hit rate 1.5% among 140,000 | AID 841; in the data active = protection mostly above about 24%, no sharp cut-off; inactive = mostly below about 26%; note: some compounds called inactive have numbers as strong as hits
E-sel TNF inh = blocks E-selectin expression induced by TNF alpha | HUVEC TNFa-induced E-selectin immunofluorescence, high content | inhibition, % at 2 µM | hit rate 0.71% among 120,000;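 active = inhibition above the batch mean plus 3 SD, and confirmed as a hit on visual image review, cut at about 43% in these data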;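 note: 0% = TNF-stimulated DMSO wells and 100% = unstimulated control wells; not every result past the cut was called active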
GALR2 blocker = GALR2 (human) receptor antagonism | O43603 | GALR2-expressing cells, antagonist mode | inhibition, % at 4 µM | hit rate 0.39% among 140,000; in the data active = inhibition above about 27%;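 note: cells stimulated with galanin 1-16 at roughly its EC80; 0% = agonist challenge control and 100% = basal control without agonist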
Target sequence (O43603 whole entry, looked up): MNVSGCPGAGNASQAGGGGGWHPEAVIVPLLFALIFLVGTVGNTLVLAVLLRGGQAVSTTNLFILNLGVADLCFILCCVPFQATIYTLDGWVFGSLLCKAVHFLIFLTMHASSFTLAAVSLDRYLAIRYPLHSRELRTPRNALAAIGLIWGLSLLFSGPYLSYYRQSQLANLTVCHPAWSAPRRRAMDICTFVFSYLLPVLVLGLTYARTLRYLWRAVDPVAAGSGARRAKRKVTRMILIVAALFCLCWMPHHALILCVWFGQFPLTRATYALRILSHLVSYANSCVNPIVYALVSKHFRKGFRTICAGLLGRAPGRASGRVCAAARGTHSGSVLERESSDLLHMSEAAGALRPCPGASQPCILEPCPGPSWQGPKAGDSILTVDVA
HCT116 bCat-KO = beta-catenin-lacking colon tumor cell growth suppression; HCT116 beta-catenin knockout viability, CellTiter-Glo, 60 h; stronger effect = lower value; viability, % at 10 µM; hit rate 1.5% among 140,000; AID 818;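 active = viability at or under a set limit, the compound median less 4 SD, cut at about 6% in these data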;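 note: 0% = Hyamine 1622 control at 20 µM and 100% = untreated cell control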
Yeast lifespan up = yeast lifespan extension | inhibition of the nicotinamide effect, % at 10 µM | S. cerevisiae growth with nicotinamide, OD615; deaD strain in restrictive glucose medium | hit rate 0.68% among 130,000;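 active = inhibition above a set limit, placed 3 SD over the median of all compounds, cut at about 26% in these data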;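 note: 0% = nicotinamide-treated wells and 100% = cells grown without nicotinamide; some compounds called inactive have numbers as strong as hits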
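Measured by: optical density (absorbance) at 615 nm; System: modified budding yeast, DeaD strain; Medium: restrictive CSMM-D dextrose medium; Timing: 4 h preincubation then 48 h treatment at 30 °C.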
MRP1 act = activators of MRP-1; H69AR cells + doxorubicin, viability rescue, CellTiter-Glo; viability increase, % at 10 µM; hit rate 0.61% among 140,000;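 active = viability gain under doxorubicin at or above a set limit, the compound median plus 3 SD, cut at about 4.7% in these data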;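 note: MRP-1 overexpressing cells given doxorubicin 25 µM after compound pretreatment; 18-22 h compound pretreatment then 72 h with doxorubicin before readout; 0% = doxorubicin-only wells and 100% = vehicle-treated cells without doxorubicin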
NPY Y2 blocker = NPY-Y2 (human) receptor antagonism; P49146; hit rate 0.99% among 140,000; NPY-Y2 expressing cells, antagonist mode; inhibition, % at 2.7 µM; in the data active = inhibition above about 17%;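 note: 0% = vehicle with agonist challenge and 100% = reference antagonist with challenge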
Target sequence (P49146 whole entry, looked up): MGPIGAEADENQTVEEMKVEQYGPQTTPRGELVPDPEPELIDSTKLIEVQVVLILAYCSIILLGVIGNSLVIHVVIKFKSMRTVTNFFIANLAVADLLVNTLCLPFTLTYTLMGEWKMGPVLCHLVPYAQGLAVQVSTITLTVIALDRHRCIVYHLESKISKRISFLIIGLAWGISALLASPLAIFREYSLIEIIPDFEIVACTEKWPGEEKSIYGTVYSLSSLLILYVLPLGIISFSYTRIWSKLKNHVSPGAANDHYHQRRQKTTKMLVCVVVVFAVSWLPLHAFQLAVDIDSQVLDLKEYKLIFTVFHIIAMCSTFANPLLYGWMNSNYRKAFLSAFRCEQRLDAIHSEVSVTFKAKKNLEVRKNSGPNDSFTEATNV
Phagocyt inh = blocks phagocytosis by macrophages | hit rate 0.07% among 110,000 | J774A.1 macrophage IgG-bead phagocytosis, imaging | inhibition, % at 5 µM;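 active = inhibition above the mean of the plate negative controls plus 5 SD, cut at about 13% in these data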;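 note: phagocytic index as fraction of beads internalized from green versus red external bead signal; plate controls were DMSO negative control for no effect and cytochalasin-D positive control for full effect; some results beyond the cut were filed as inactive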
PTEN del growth = growth suppressors of cells with PTEN tumor suppressor deletion; HCT116 PTEN-null viability, CellTiter-Glo, 60 h; stronger effect = lower value; viability, % at 10 µM; hit rate 1.2% among 140,000;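 active = viability at or below a set limit, 4 SD under the median of all tested compounds, cut at about 3.7% in these data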;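 note: PTEN knockout HCT116 line with beta catenin targeted HCT116 as companion control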
Yeast growth inh = chemicals that inhibit yeast BB579 growth in restrictive medium (lifespan-shortening candidates); inhibition, % at 10 µM; S. cerevisiae BB579 growth, OD615, 48 h; hit rate 0.51% among 140,000;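 active = inhibition above a set limit, 3 SD over the mean compound inhibition, cut at about 44% in these data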; note: inactives centre near -24
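Test system: S. cerevisiae DeaD strain BB579 yeast; Medium: restrictive CSMM-D medium; Compound: one dose, 10 µM compound with 0.25% DMSO; Incubation: 4 h cell preincubation, 48 h compound exposure, 30 °C humidified; Signal: OD at 615 nm; Benchmarks: amphotericin B at 10 µg/mL as positive control.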
An asterisk follows results filed as active; / = not tested or not shown. Compounds were not picked by outcome; any-hit rate near 6.2%.

SMILES	Measles CPE	E-sel TNF inh	GALR2 blocker	HCT116 bCat-KO	Yeast lifespan up	MRP1 act	NPY Y2 blocker	Phagocyt inh	PTEN del growth	Yeast growth inh
Nc1nonc1C(=O)OCC(=O)c1ccc(Cl)cc1	8.8	/	7.1	95.4	-0.5	-1.2	0.7	1.8	89.8	-12.4
COc1ccc(NC(=O)C(OC(=O)c2ccc([N+](=O)[O-])o2)c2ccccc2)cc1Cl (stereo not given)	5.4	11.3	-0.3	87.3	-1.8	-0.1	1.2	-7.1	90.3	-29.4
CCCn1cc(C(CC(=O)O)C(=O)O)c2ccccc21 (stereo not given)	8.6	15.4	0.3	98.3	-9.4	-0.3	1.0	0.5	95.7	-13.5
O=C1CC(c2ccc(F)cc2)c2cc3c(cc2N1)CCC3 (stereo not given)	0.2	/	-5.3	26.1	3.1	-2.7	2.7	-8.6	29.6	-21.4
CC(C)c1ccccc1NC(=O)c1cccc(NC(=O)c2ccccc2)c1	7.4	15.7	-5.4	90.8	-8.8	-2.7	0.2	-0.5	91.4	-23.1
C/C(=N\Nc1ccc([N+](=O)[O-])cc1)c1ccc(-n2nncc2C(C)(C)C)cc1	23.9	/	-1.6	97.1	1.4	2.9	-0.7	-6.6	104.4	-21.4
C=CCN1C(=NC(=O)CCCC(=O)O)SC2CS(=O)(=O)CC21 (stereo not given)	5.1	/	-5.5	82.2	-11.0	-2.7	2.5	-0.2	93.0	-32.6
Cc1ccnc2nc(C(=O)NC3=NCCS3)nn12	18.9	/	-0.6	92.2	-9.8	-0.2	-0.4	-0.5	91.5	-27.4
CCCC(=O)c1ccc(N2CCC(C)CC2)c(F)c1	2.6	2.3	-6.3	81.4	1.0	1.9	2.7	-1.3	82.9	-2.4
O=C(Nc1ccc2c(c1)ncn2-c1ccccc1)c1ccco1	5.9	0.1	-4.9	92.5	-5.4	-2.6	0.8	-0.9	98.1	-37.8
CCOc1ccc(C(=O)OCC(=O)NCc2ccco2)cc1OCC	7.8	-34.9	-11.7	89.7	-13.0	-1.1	0.1	-0.6	93.0	4.7
COc1ccc(S(=O)(=O)N2CCN(c3cccc(C)c3C)CC2)cc1	9.1	26.8	2.6	97.8	-8.9	0.1	7.6	-0.5	85.2	-37.4
CC1=NN(Cc2ccccc2)C(=O)/C1=C/c1ccc(N(C)C)cc1	3.7	3.0	-19.8	92.7	-9.8	-0.8	2.0	/	94.9	-29.4
O=C(Cc1ccccc1)NC1CCN(C(=O)NCc2ccccc2)CC1	38.7	19.2	-7.6	103.0	-14.3	-2.2	1.8	1.9	109.2	4.9
CC1(C)C2([N+](=O)[O-])CN3CC1([N+](=O)[O-])CN(C2)C31CCCC1	4.3	-20.4	-0.7	106.9	-6.9	-1.8	6.0	/	97.2	-40.0
O=c1[nH]c2ccc(S(=O)(=O)Nc3ccc(-c4nnc5n4CCCCC5)cc3)cc2o1	4.3	9.9	-5.7	79.9	-15.5	-0.8	0.6	-0.7	85.9	-29.9
CCOC(=O)c1c(-c2cccc(C)c2)csc1NC(=O)c1c(-c2ccccc2)noc1C	54.7*	-11.6	-5.4	77.8	-8.0	1.1	2.0	-2.1	62.4	-38.4
COc1ccc(N2C(=O)/C(=C/c3cccs3)NC2=S)cc1	25.6	/	-11.3	85.2	5.1	-0.7	0.1	-5.7	83.2	-6.4
COc1cccc(C(=O)Nc2nc(C)cs2)c1	6.2	3.6	1.9	79.0	-13.1	-1.9	-0.9	-3.3	83.6	-34.1
COc1ccc(OCC(=O)NC(=S)Nc2ccc(N3CCOCC3)c(Cl)c2)cc1	7.6	12.4	-6.2	102.3	-13.9	-0.9	10.3	-0.5	104.7	-53.4
COc1ccccc1NC(=S)Nc1ccccn1	4.7	/	7.0	90.8	-8.1	-0.5	4.3	-10.6	64.0	-4.2
CC(C)Sc1nc(N)c2c3c(sc2n1)CN(C)CC3	24.9	-36.9	4.9	95.8	-7.9	-2.6	6.0	-0.2	94.6	-9.3
Cc1ccc(C(=O)C2CCNCC2)cc1	6.4	1.8	13.9	105.1	-20.1	1.5	2.3	1.8	93.6	-20.1
O=C1c2oc3ccccc3c(=O)c2C(c2cccs2)N1CCCN1CCOCC1 (stereo not given)	5.3	/	17.1	92.0	-2.3	-0.7	3.3	-2.7	103.2	-17.7
CCCOc1ccc(N2C(=O)CC(N3CCC(c4nncn4CC)CC3)C2=O)cc1 (stereo not given)	1.4	8.4	3.7	96.5	3.1	-0.4	-0.4	-2.1	105.7	-43.1
O=C(CCCN1C(=O)c2ccccc2C1=O)Nc1nncs1	20.1	-24.1	10.8	104.5	-3.0	-0.4	-0.2	0.1	104.7	-2.8
COc1ccc(C)cc1-n1nnnc1SCc1nc2ccccc2s1	1.1	14.5	7.2	90.8	10.8	-1.9	7.9	-0.2	91.0	-33.8
Cc1cn(C(=O)c2ccccc2)c(=S)n1-c1ccc(Cl)cc1	13.7	-8.6	1.0	70.4	/	-1.7	10.3	/	77.6	-26.1
C=CCOc1ccc(CNn2cn[nH]c2=S)cc1	2.2	47.9	6.4	92.3	-24.0	-0.8	1.2	/	91.1	12.8
CC1=C(C(N)=O)C(c2cccnc2)n2nc(-c3cccc(C)c3)nc2N1 (stereo not given)	2.1	-24.5	2.3	102.5	-11.3	-1.4	0.3	/	88.3	-52.7
COc1cccc(C(=O)Nc2ccc(Cl)c(C(F)(F)F)c2)c1	2.0	-66.7	9.1	24.2	-22.6	2.6	4.8	-1.3	12.6	-45.4
CC(=NCCc1c(C)[nH]c2ccc(C)cc12)C1=C(O)CC(c2ccccc2)CC1=O (stereo not given)	-0.7	-40.8	-1.5	15.6	57.7*	1.4	4.5	11.4	14.6	-11.8
Cc1ccc(C(=O)n2c(-c3ccccc3)cnc2SCC(=O)Nc2ccccc2)cc1	14.9	-1.1	8.2	95.0	11.7	-0.2	3.8	-8.5	102.2	-45.8
CC(=O)Nc1ccc(C2NC(=O)c3ccccc3O2)cc1 (stereo not given)	3.1	11.4	3.9	106.6	-16.4	-1.9	-1.9	-0.6	95.2	-15.2
COc1ccc(CN2C(=O)c3ccccc3C2=O)cc1C(=O)OCC(=O)NC1CCCCC1	6.3	/	-0.6	103.1	7.1	-1.3	5.9	-6.2	105.0	-50.5
CSc1nc(SCCO)c2sc3nc(-c4ccco4)c4c(c3c2n1)CC(C)(C)OC4	1.6	/	7.5	89.3	-5.4	-0.8	1.5	-1.2	79.8	-73.8
CCc1cc2c(N=Nc3c(O)[nH]c4ccccc34)ncnc2s1	5.0	8.0	3.0	88.5	-5.6	-5.1	-1.4	/	99.8	-34.8
Cc1ccc(S(=O)(=O)N(C)C)cc1-n1c(SCC(=O)Nc2ccccc2)nc2ccccc2c1=O	5.9	-37.7	-9.4	78.3	-1.1	-3.4	2.8	-6.3	85.8	-27.7
O=C(N/N=C/c1ccc(-c2ccccc2[N+](=O)[O-])o1)[C@H]1C[C@@H]1c1ccccc1	7.0	/	6.7	92.7	-5.9	-4.2	7.2	-4.5	82.7	-45.7
Cc1ccccc1NC(=S)NC1CCN(Cc2ccccc2)CC1	43.9	/	11.4	60.9	1.0	-4.2	0.1	-3.9	62.0	-23.6

Retrieved by compound from the list above (two):
SMILES	Measles CPE	E-sel TNF inh	GALR2 blocker	HCT116 bCat-KO	Yeast lifespan up	MRP1 act	NPY Y2 blocker	Phagocyt inh	PTEN del growth	Yeast growth inh
O=C(CCCN1C(=O)c2ccccc2C1=O)Nc1nncs1	20.1	-24.1	10.8	104.5	-3.0	-0.4	-0.2	0.1	104.7	-2.8
Cc1ccc(C(=O)n2c(-c3ccccc3)cnc2SCC(=O)Nc2ccccc2)cc1	14.9	-1.1	8.2	95.0	11.7	-0.2	3.8	-8.5	102.2	-45.8

More records follow.
SMILES	Measles CPE	E-sel TNF inh	GALR2 blocker	HCT116 bCat-KO	Yeast lifespan up	MRP1 act	NPY Y2 blocker	Phagocyt inh	PTEN del growth	Yeast growth inh
Cc1ccc(O)c(C(=O)c2cnn(-c3ccc(S(=O)(=O)N4CCOCC4)cc3[N+](=O)[O-])c2)c1	4.2	-4.6	4.3	75.6	4.5	-3.3	2.4	-4.1	91.1	-17.2
Cc1cc(Br)ccc1OCCn1ccnc1	6.4	-12.4	4.5	91.9	2.7	-1.5	2.3	/	92.4	-11.1
Cc1ccc(C)c(Cn2cnc3c(cnn3C(C)(C)C)c2=O)c1	7.1	1.9	-10.3	66.6	-19.8	-1.6	14.9	1.1	64.9	-25.6
Nc1nnc(SCc2ccc3c(c2)OCO3)s1	3.2	-15.3	-4.8	85.9	-16.1	-1.6	2.7	-0.2	96.9	1.3
CCOc1ccc(NC(=O)c2oc3ccccc3c2NC(=O)CC)cc1	4.4	-6.5	2.3	103.5	-10.4	4.0	2.0	/	97.9	-57.8
O=C(Nc1ccccc1)c1ccc(NCc2cccnc2)c(S(=O)(=O)N2CCOCC2)c1	2.5	-11.7	8.0	111.5	-7.2	-0.2	-0.3	-1.8	102.9	-45.8
O=C(COC(=O)c1cccc(S(=O)(=O)N2CCCCC2)c1)NC1CCCc2ccccc21 (stereo not given)	13.6	/	0.5	93.5	-0.7	1.0	2.5	-7.0	97.6	15.3
Cc1cc(C(=O)COC(=O)c2cccs2)c(C)n1-c1c(C)n(C)n(-c2ccccc2)c1=O	14.8	-4.2	-2.4	111.2	-3.6	0.2	-0.5	-0.4	99.5	-39.6
CCCc1cc(=O)n2[nH]c(SCc3ccccc3)nc2n1	90.0*	10.4	4.8	96.7	-3.8	-0.6	4.3	-0.8	106.7	-55.2
C=CCN(C(=O)c1cccc(S(=O)(=O)N2CCN(C)CC2)c1)c1nc(-c2ccccc2)cs1	6.5	15.4	-19.2	46.4	-13.2	-1.9	6.1	-0.4	45.6	10.8
CC(C)OP(=O)(OC(C)C)C(Nc1ccccc1)c1cccc2c1OCO2 (stereo not given)	2.8	21.5	-8.0	77.5	21.4	-1.4	3.0	-0.7	74.3	-10.9
Cc1cc(Nc2ccc(F)cc2Cl)n2ncnc2n1	13.6	6.7	5.7	81.7	-16.2	-1.9	4.2	-0.6	68.0	8.2
CCOC(=O)c1cnc(SCc2nc(N)nc(Nc3ccc(C)cc3)n2)nc1N	16.4	-10.3	-6.7	43.4	-8.1	-3.0	5.8	-0.8	41.4	5.8
CCOC(=O)c1cc2sccc2n1CC(=O)N1CCc2ccccc21	24.8	/	13.2	86.6	-6.7	-0.8	4.1	0.0	91.6	-37.6
O=C(Cn1nc(-c2ccccc2)c2ccccc2c1=O)NCC1CCCO1 (stereo not given)	6.2	-44.8	-3.2	97.6	-2.4	0.3	0.9	2.0	94.8	5.7
COc1ccc2nc(NC(=O)CSc3nccc(C)n3)sc2c1	3.2	-8.1	-1.2	73.5	-10.8	0.3	-6.3	/	58.9	-16.6
CCn1cc(C(=O)NC2CCc3ccccc32)c(=O)c2ccc(C)nc21 (stereo not given)	5.2	9.8	1.4	86.1	-5.4	-2.0	1.1	-0.6	88.6	-40.4

High-throughput results from PubChem.
